Bioassay records as filed in PubChem.
TcdB inh: TcdB glycohydrolase inhibitors, primary screen, biochemical, single point, plate reader; 0.24% of 350,000 active; TcdB glycohydrolase enzymatic assay; inhibition, % at 9.99 µM; in the data active means inhibition above about 10%
Anthrax LF inh2: Bacillus anthracis LF protease inhibitors, primary screen, biochemical, multiplex microsphere, MLPCN library; Lethal factor (Bacillus anthracis), P15917; multiplex microsphere protease cleavage assay; inhibition, % at 10 µM; 0.12% of 360,000 active; AID 588501, 2011; further: plate controls were buffer without enzyme for full effect and enzyme alone for no effect
Target sequence (P15917 whole entry, looked up): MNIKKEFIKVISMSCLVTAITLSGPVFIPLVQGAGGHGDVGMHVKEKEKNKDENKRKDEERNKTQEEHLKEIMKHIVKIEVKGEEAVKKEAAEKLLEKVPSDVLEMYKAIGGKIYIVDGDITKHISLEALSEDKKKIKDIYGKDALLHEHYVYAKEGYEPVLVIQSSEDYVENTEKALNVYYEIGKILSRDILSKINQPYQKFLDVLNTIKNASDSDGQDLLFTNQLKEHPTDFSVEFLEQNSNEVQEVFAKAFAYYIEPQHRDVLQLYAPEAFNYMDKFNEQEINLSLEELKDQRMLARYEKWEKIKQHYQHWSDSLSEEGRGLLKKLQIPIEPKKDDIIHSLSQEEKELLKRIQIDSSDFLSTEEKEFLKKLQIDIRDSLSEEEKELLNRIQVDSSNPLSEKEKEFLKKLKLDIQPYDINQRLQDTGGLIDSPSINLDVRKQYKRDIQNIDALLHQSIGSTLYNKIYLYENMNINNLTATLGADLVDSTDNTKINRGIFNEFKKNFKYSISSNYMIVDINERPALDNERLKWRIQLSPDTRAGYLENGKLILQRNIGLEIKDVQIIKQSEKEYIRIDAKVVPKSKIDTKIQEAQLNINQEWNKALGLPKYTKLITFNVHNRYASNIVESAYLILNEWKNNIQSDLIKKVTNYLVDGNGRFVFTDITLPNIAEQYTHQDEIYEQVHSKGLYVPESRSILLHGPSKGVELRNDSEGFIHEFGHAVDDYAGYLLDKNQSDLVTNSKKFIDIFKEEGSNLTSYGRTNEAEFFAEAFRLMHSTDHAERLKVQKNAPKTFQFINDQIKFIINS
BoNT-A LC inh2: BoNT/A light chain protease inhibitors, primary screen, biochemical, flow cytometry, MLPCN library. Botulinum neurotoxin type A light chain protease (Clostridium botulinum A str. ATCC 3502). multiplex microsphere protease substrate cleavage. inhibition, % at 10 µM. 0.17% of 360,000 active; further: plate controls were buffer without enzyme for full effect and enzyme alone for no effect
SSB-PriA inh: inhibitors of Klebsiella pneumoniae PriA binding to SSB C-terminal tail, primary screen, biochemical, AlphaScreen | AID 1272365, 2023 | inhibition, % at 33 µM | AlphaScreen SSBct-PriA binding, biotinylated peptide | 0.6% of 430,000 active; in the data active means inhibition mostly above about 37%, no sharp cut-off; inactive means mostly below about 20%;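 further: plate controls were negative control peptide for no effect and reference peptide for full effect; strong numbers were not always called active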
Vc quorum ag: inducers of Vibrio cholerae quorum light production without autoinducers, primary screen, BH1578 luxS cqsA deficient, single point. V. cholerae BH1578 lux reporter, luminescence, 6 h. activation, % at 18.7 µM. 0.16% of 350,000 active. AID 588436, 2011; in the data active means activation mostly above about 9.7%, no sharp cut-off; further: not every result past the cut was called active; inactives centre near 0; reference of the scale not given here
PfHsp40 yeast: rescue of yeast from PfHsp40 toxicity, primary screen, S. cerevisiae, ATP luminescence; growth rescue, % at 12.5 µM; 0.68% of 340,000 active; S. cerevisiae expressing PfHsp40, growth rescue; AID 504582, 2011; in the data active means growth rescue above about 28%, passing the limit was not always enough;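 further: yeast W303a lacking pdr1 and pdr3 grown in galactose medium; growth measured after three days at 30 °C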
PrPC TRFRET: inhibitors of human cell surface prion protein PrPC, primary screen, cell-based, TR-FRET; AID 720596, 2013; inhibition, % at 13.8 µM; 0.43% of 370,000 active; Major prion protein (Homo sapiens), P04156; TR-FRET read-out; in the data active means inhibition above about 24%; further: 0% = median of the test wells and 100% = reference compound wells
Y pestis TopoI: Yersinia pestis topoisomerase I inhibitors, primary screen, biochemical, cleavage product accumulation, plate reader, single point | Y. pestis Topo-I cleavage product accumulation | activity, % at 10 µM | 0.064% of 360,000 active; in the data active means activity above about 50%, passing the limit was not always enough; further: inactives centre near 2
SARS 3CLpro inh: SARS-CoV 3CLpro protease inhibitors, primary screen, biochemical, quenched FRET. recombinant SARS-CoV 3CLpro, quenched FRET peptide cleavage. inhibition, % at 6 µM. 0.14% of 290,000 active; in the data active means inhibition above about 12%
An asterisk follows results filed as active; i = inactive; nt = no result given. Unless noted, no stated cut-off is given here; in the data, active means inhibition above about 30%; inconclusive means no clear call, values can overlap the other calls; inactive means below that. This is a subset (hit frequency here may not be typical).

nr	smiles	TcdB inh	Anthrax LF inh2	BoNT-A LC inh2	SSB-PriA inh	Vc quorum ag	PfHsp40 yeast	PrPC TRFRET	Y pestis TopoI	SARS 3CLpro inh
1	Cc1ccc(NC(=O)c2oc3ccc(S(=O)(=O)N4CCC5(CC4)OCCO5)cc3c2C)cc1C	0.7	1	0.1	7	-0.1	-0.8	1	-8	0
2	CC(=O)c1cccc(NC(=O)N2CCCC2C(=O)NCc2ccc3c(c2)OCO3)c1 (stereo unspecified)	0.2	-4	-0.7	-4	i	0.6	1	6	0
3	O=S(=O)(NCCNc1ncc(C(F)(F)F)cc1Cl)C(F)(F)F	0.3	-2	-0.4	-16	-0.3	0.8	8	0	2
4	O=C(NCc1ccccn1)C(C(=O)c1cccc([N+](=O)[O-])c1)n1cc(Cl)ccc1=O (stereo unspecified)	-1.1	-3	-0.4	-4	0.9	-1.4	4	0	6
5	CCCCC(=O)NC(c1ccc(N(CC)CC)cc1)c1ccc2cccnc2c1O (stereo unspecified)	1.5	-10	2.5	-3	1.9	129*	6	4	-6
6	CC(C)N(CCCNC(=O)c1ccc(CS(=O)(=O)c2c(Cl)cccc2Cl)o1)Cc1ccccc1	0.7	0	-1.3	2	-0.2	0.0	-5	16	-3
7	Cc1cc(C)cc(N(CC(=O)NC(C)(C)C)C(=O)CCC(=O)Nc2ccccn2)c1	-0.8	-7	-0.9	-12	i	-0.7	2	10	-1
8	Cc1ccccc1OCC(=O)Nc1nnc(-c2ccco2)s1	2.4	1	-0.3	0	-0.4	-0.8	-5	-8	-2
9	Cc1cccc(NS(=O)(=O)c2ccc(S(=O)(=O)N3CCCC3)cc2)c1	0.3	-3	0.2	nt	-0.7	nt	11	0	nt
10	Cn1c(SCC(=O)Nc2ccc(N3CCOCC3)cc2)nnc1-c1ccccc1	0.8	0	0.9	4	-4.8	0.1	4	-5	0
11	CCC(=O)N1CCN=C1SCc1cc(C)ccc1C	-0.9	-3	-1.5	-9	i	-1.1	1	9	-1
12	COc1cc(C)c(S(=O)(=O)N2CCOCC2)cc1C	0.2	-1	-1.2	5	-0.6	0.1	-2	5	-4
13	O=C(NC1CCCCC1)C(=S)N1CCCC1	-1.2	-2	-0.2	-7	-0.2	-0.5	2	3	4
14	COc1ccc(C)cc1NC(=O)C1CCCN(S(=O)(=O)c2cccc3nonc23)C1 (stereo unspecified)	1.0	-1	1.0	-9	-0.7	-1.2	7	9	-4
15	CCOC(=O)c1cnc2c(c(C)nn2C)c1Oc1ccc(OC)cc1	2.5	20	0.2	-2	1.1	nt	4	21	-2
16	CC(=O)Nc1ccc(S(=O)(=O)NN=Cc2ccc(Cl)c(Cl)c2)cc1	0.2	-6	0.0	-6	nt	0.4	1	2	nt
17	CCCCc1ccc(NC(=O)CSc2nc(=O)n(CCN3CCOCC3)c3c2CCC3)cc1	2.2	nt	nt	-8	-0.3	0.2	-5	12	nt
18	CN(CCc1ccccn1)C1CCCN(S(=O)(=O)c2ccccc2Cl)C1 (stereo unspecified)	0.3	-2	-2.2	-18	i	-0.4	-10	2	-2
19	CC(=O)N1CCN(S(=O)(=O)c2cccc(C(=O)Nc3ccc(F)c(F)c3)c2)CC1	0.2	-7	-1.1	-7	i	-0.6	-7	-1	1
20	O=C(c1ccc2ncsc2c1)N1CCN(c2ccccc2Cl)CC1	0.9	-4	-0.7	-12	-0.2	2.0	8	24	3

Full records as entered above. Screens in order: TcdB inh	Anthrax LF inh2	BoNT-A LC inh2	SSB-PriA inh	Vc quorum ag	PfHsp40 yeast	PrPC TRFRET	Y pestis TopoI	SARS 3CLpro inh
`O=S(=O)(NCCNc1ncc(C(F)(F)F)cc1Cl)C(F)(F)F` as listed: 0.3	-2	-0.4	-16	-0.3	0.8	8	0	2
`CC(C)N(CCCNC(=O)c1ccc(CS(=O)(=O)c2c(Cl)cccc2Cl)o1)Cc1ccccc1` as listed: 0.7	0	-1.3	2	-0.2	0.0	-5	16	-3
`Cc1cc(C)cc(N(CC(=O)NC(C)(C)C)C(=O)CCC(=O)Nc2ccccn2)c1` as listed: -0.8	-7	-0.9	-12	i	-0.7	2	10	-1
`COc1ccc(C)cc1NC(=O)C1CCCN(S(=O)(=O)c2cccc3nonc23)C1` (stereo unspecified) as listed: 1.0	-1	1.0	-9	-0.7	-1.2	7	9	-4
`CCCCC(=O)NC(c1ccc(N(CC)CC)cc1)c1ccc2cccnc2c1O` (stereo unspecified) as listed: 1.5	-10	2.5	-3	1.9	129*	6	4	-6

The main list resumes, starting 2 compounds before the break.
nr	smiles	TcdB inh	Anthrax LF inh2	BoNT-A LC inh2	SSB-PriA inh	Vc quorum ag	PfHsp40 yeast	PrPC TRFRET	Y pestis TopoI	SARS 3CLpro inh
19	CC(=O)N1CCN(S(=O)(=O)c2cccc(C(=O)Nc3ccc(F)c(F)c3)c2)CC1	0.2	-7	-1.1	-7	i	-0.6	-7	-1	1
20	O=C(c1ccc2ncsc2c1)N1CCN(c2ccccc2Cl)CC1	0.9	-4	-0.7	-12	-0.2	2.0	8	24	3
21	Cc1ccc(S(=O)(=O)N2CCOCC2)cc1NC(=O)COC(=O)Cc1ccccc1	0.3	-7	-0.1	9	-0.8	0.4	-6	2	nt
22	CCc1cccc(CC)c1-n1c(-c2cccnc2)n[nH]c1=S	1.1	-2	-1.2	0	-0.5	3.6	-2	0	3
23	CC1(C(=O)NNC(=O)C2CCCCC2)CC1(Cl)Cl (stereo unspecified)	0.5	18	-1.4	-10	-0.3	1.0	-6	2	-4
24	COc1ccc(OC)c(C2=NOC(C(=O)NCc3ccco3)C2)c1 (stereo unspecified)	nt	3	-0.7	-11	-0.2	0.4	-1	3	1
25	COc1ccc(C(Nc2ccc(S(=O)(=O)NCC3CCCO3)cc2)C(=O)NC(C)(C)C)cc1OC (stereo unspecified)	-0.7	-1	-0.5	3	-0.5	1.0	0	-10	3
26	O=C(CSc1nnc(-c2ccccc2)o1)Nc1ccccc1F	0.3	1	-0.5	-6	i	0.0	-3	7	-2
